HGIII-sPLA2 inh: human group III sPLA2 inhibitors, primary screen, biochemical, QFRET, BODIPY PC-A2 liposome substrate. Group 3 secretory phospholipase A2 (Homo sapiens), Q9NZ20. QFRET BODIPY PC-A2 liposome hydrolysis, fluorescence. inhibition, % at 12.2 µM. 0.56% of 370,000 active. AID 743126, 2013;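 active means inhibition above mean plus 3 SD of compounds lying within the high and low control bounds, cut at about 19% in these data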;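 further: 0% = median of test compound wells and 100% = no enzyme DMSO wells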
Target sequence (Q9NZ20 whole entry, looked up): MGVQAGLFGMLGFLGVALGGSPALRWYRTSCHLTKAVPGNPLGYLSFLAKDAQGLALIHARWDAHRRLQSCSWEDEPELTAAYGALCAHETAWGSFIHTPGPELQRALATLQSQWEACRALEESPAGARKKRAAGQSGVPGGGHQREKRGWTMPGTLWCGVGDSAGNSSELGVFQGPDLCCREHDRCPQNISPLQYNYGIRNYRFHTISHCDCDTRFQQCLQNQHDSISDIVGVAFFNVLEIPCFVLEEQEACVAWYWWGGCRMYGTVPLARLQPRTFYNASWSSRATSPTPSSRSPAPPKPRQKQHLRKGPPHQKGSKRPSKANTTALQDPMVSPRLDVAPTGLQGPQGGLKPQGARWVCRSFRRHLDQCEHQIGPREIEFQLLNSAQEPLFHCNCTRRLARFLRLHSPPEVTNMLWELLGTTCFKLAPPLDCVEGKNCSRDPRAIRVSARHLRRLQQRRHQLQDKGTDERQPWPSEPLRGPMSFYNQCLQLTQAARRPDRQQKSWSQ
DAX1 inh-1: DAX1 (NR0B1) inhibitors, primary screen, cell-based, HEK293, Gal4-DAX1, luciferase luminescence. Nuclear receptor subfamily 0 group B member 1 (Homo sapiens), P51843. HEK293 Gal4-DAX1 luciferase reporter. inhibition, % at 6.75 µM. 0.99% of 340,000 active. AID 504766, 2011;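 active means inhibition above the mean over all tested compounds plus 3 SD, cut at about 4.2% in these data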;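 further: 0% = DAX1-transfected cells with DMSO and 100% = empty-vector control cells with DMSO; inhibition shows as a rise in luminescence from relieved DAX1 repression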
Target sequence (P51843 207-470 limits assumed): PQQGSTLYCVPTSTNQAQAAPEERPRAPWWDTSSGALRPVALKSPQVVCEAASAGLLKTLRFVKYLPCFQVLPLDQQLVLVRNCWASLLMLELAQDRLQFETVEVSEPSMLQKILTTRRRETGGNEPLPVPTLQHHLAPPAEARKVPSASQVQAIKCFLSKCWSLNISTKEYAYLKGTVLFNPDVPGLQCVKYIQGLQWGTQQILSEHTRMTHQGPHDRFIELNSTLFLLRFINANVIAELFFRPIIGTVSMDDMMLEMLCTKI
ssDAF12 agonist: S. stercoralis DAF-12 nuclear receptor activators, primary screen, cell-based, luminescence, HEK293, GRIP1 co-expression, lit1-tk-luc; Nuclear hormone receptor DAF-12 (Strongyloides stercoralis); HEK293 ssDAF-12/GRIP1 lit1-tk-luc reporter; % of 3 µM dafachronic acid response; activation, % at 6.8 µM; 1% of 370,000 active; AID 652126, 2013;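 active means activation above the mean over all tested compounds plus 3 SD, cut at about 0.9% in these data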;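 further: 0% = DMSO-only wells and 100% = 3 µM delta7-dafachronic acid wells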
SMARCA2 act: SMARCA2 (BRM) function activators, primary screen, cell-based, luminescence, high throughput; AID 652017, 2013; activation, % at 9.1 µM; MG213 cells, MMTV-luciferase reporter, dexamethasone, overnight; 1% of 370,000 active; in the data active means activation above about 7.8%;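 further: 0% = vehicle wells and 100% = reference activator wells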
hcDAF-12 act: H. contortus DAF-12 nuclear receptor activators, primary screen, cell-based, luminescence, HEK293, lit1-tk-luc reporter; HEK293 hcDAF-12 lit1-tk-luc reporter; 0% DMSO, 100% Δ7-dafachronic acid; activation, % at 6.8 µM; 1.4% of 370,000 active; AID 652067, 2013;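 active means activation above the mean of all tested compounds plus 3 SD, cut at about 5.5% in these data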;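 further: 100% = response to 3 µM Δ7-dafachronic acid high control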
DAX1 inh-2: DAX1 (NR0B1) inhibitors on StAR promoter, primary screen, cell-based, luminescence, SF-1 (NR5A1), full-length DAX-1; inhibition, % at 6.8 µM; HEK293T StAR-luciferase reporter, SF-1/DAX-1 repression relief; AID 652010, 2013; 1.1% of 370,000 active;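 active means inhibition above the mean over all tested compounds plus 3 SD, cut at about 3.6% in these data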;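 further: 0% = DAX-1 cells with DMSO and 100% = cells lacking DAX-1 with DMSO; higher inhibition means more luminescence from relief of DAX-1 repression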
NPR1 activator: GC-A stimulated cGMP production enhancers – HEK293 GC-A cells, cGMP TR-FRET, EC30 ANP, primary screen | activation, % at 10 µM | 0% at EC30 ANP, 100% saturating ANP | Atrial natriuretic peptide receptor 1 (Homo sapiens), P16066 | 0.14% of 370,000 active | AID 1671463, 2021; in the data active means activation above about 40%
hgDAF-12 ag: H. glycines DAF-12 receptor agonists, primary screen, cell-based, luminescence, HEK293, GAL4 fusion, UAS-luciferase; HEK293 GAL4-hgDAF12 UAS-luciferase reporter, agonist luminescence; normalized to butyrate control; 1.8% of 370,000 active; activation, % at 6.8 µM; Nuclear hormone receptor DAF-12 (Heterodera glycines), GAL4 fusion;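 active means activation above a cutoff set at the mean of all screened compounds plus 3 SD, cut at about 10% in these data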;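 further: 0% = DMSO wells and 100% = sodium butyrate wells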
GC-B act: human GC-B receptor activators, primary screen, HEK293 GC-B cells, cGMP TR-FRET, EC30 CNP. Atrial natriuretic peptide receptor 2 (Homo sapiens), P20594. 0% at EC30 CNP, 100% saturating CNP. activation, % at 10 µM. 0.11% of 370,000 active. AID 1920062, 2024;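 active means activation at 10 µM reaching about 35% in either raw or pattern-adjusted values, limit read from the data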
GAA850 FXN act: FXN promoter activators, primary screen, cell-based, luciferase luminescence, HEK293 lucGAA850; HEK293 lucGAA850 FXN promoter luciferase reporter, 24 h; percent of 10 µM SAHA response; activation, % at 6 µM; 0.56% of 360,000 active; AID 540364, 2011;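 active means activation above the average of all compounds screened plus 3 SD, cutoff fixed separately per campaign, cut at about 7.5% in these data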;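 further: 0% = DMSO wells and 100% = 10 µM SAHA wells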
KLK7 zymogen act: proKLK7 zymogen activators, primary screen, biochemical, fluorescence intensity. Kallikrein-7 (Homo sapiens), P49862. purified proKLK7, EDANS-DABCYL substrate fluorescence; 100% is mature enzyme control, 0% vehicle. activation, % at 7 µM. 0.9% of 370,000 active;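 active means activation above the mean of all tested compounds plus 3 SD, computed per campaign excluding outliers beyond control limits, cut at about 13% in these data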
Target sequence (P49862 whole entry, looked up): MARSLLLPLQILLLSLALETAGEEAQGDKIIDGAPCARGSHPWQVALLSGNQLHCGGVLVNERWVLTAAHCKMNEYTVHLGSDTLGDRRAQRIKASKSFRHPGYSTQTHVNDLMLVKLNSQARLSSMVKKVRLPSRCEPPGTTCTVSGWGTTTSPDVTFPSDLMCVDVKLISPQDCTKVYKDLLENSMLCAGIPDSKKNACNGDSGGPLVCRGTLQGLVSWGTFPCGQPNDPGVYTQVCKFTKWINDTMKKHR
Active calls of the source: *; · = not tested or not shown.

SMILES	HGIII-sPLA2 inh	DAX1 inh-1	ssDAF12 agonist	SMARCA2 act	hcDAF-12 act	DAX1 inh-2	NPR1 activator	hgDAF-12 ag	GC-B act	GAA850 FXN act	KLK7 zymogen act
CC1(C)CC(=O)c2cnc3c(C#N)cnn3c2C1	2	0.6	-1.3	1	-0.6	-0.1	8	0.0	0	-0.2	0.2
CCOc1ccc(S(=O)(=O)NCc2ccc(C)cc2)c2cccnc12	9	-0.9	-1.1	-3	-3.6	-0.2	-3	-3.7	4	2.6	0.1
Cc1cc(NC(=O)CSc2nnc(CNC(=O)c3ccc(F)cc3)o2)no1	-1	-0.1	-0.4	0	2.3	2.0	1	2.9	-2	-0.7	-0.1
CC(=O)NC1C(Oc2ccc(C)cc2)OC2COC(c3ccco3)OC2C1O (stereo not given)	3	-0.1	-1.3	1	-0.4	0.7	1	0.7	-3	-0.4	-0.1
O=C(C[C@H]1C=C[C@H](NC(=O)Nc2ccccc2F)[C@@H](CO)O1)NCc1ccc(-c2ccccc2)cc1	12	·	-1.1	-6	0.8	0.0	1	-0.1	-5	·	0.7
Cc1c(OCC(=O)N2CCC(C(=O)NCCCC(=O)O)CC2)ccc2c1oc(=O)c1ccccc12	3	2.1	-1.4	-1	3.3	0.1	-3	3.3	4	-0.2	-4.0
O=C(COc1ccc(N2CC(C(=O)O)CC2=O)cc1)Nc1cccc(C(F)(F)F)c1 (stereo not given)	-2	1.1	-1.5	2	0.0	0.6	0	-2.2	-7	-1.5	0.2
Cc1ccc(NC(=O)COC(=O)c2cc(Cl)ccc2Cl)c(Br)c1	7	0.2	-1.0	-4	2.8	-0.1	-7	-1.6	2	1.1	-0.3
CCCC(=O)Nc1nnc(SCC(=O)Nc2ccc(OCC)cc2)s1	12	1.2	-0.4	-2	0.6	-2.3	3	1.3	4	-2.0	-0.2
COc1ccc(Nc2nc(C)nc3c2oc2ccccc23)c(OC)c1	5	-1.1	-1.3	-1	-2.6	-1.0	1	-1.9	5	1.6	-246
O=C(OCC(=O)N1CCOCC1)c1ccc(Cl)c(S(=O)(=O)N2CCc3ccccc32)c1	-9	-0.8	-1.0	0	-0.8	-0.6	6	-0.3	8	1.8	-0.4
COC(=O)c1ccc(N=Cc2c(-c3ccccc3)[nH][nH]c2=O)cc1	-11	-0.4	1.5*	2	3.1	0.1	-9	-2.1	5	1.4	-0.9
CCc1sc(C(C2C(=O)CC(C)(C)CC2=O)C2C(=O)CC(C)(C)CC2=O)cc1[N+](=O)[O-]	12	0.5	-1.6	-3	-0.6	1.5	9	-5.3	-1	3.0	0.9
CCc1cc2c(=O)c(-c3ccc4c(c3)OCO4)coc2c(CN(C)C)c1O	9	-1.1	-0.9	-1	0.5	0.4	0	-1.9	1	-1.2	7.5
CCNc1nc(NCC)n2c(SCC(=O)Nc3cc(Cl)ccc3OC)nnc2n1	5	0.2	-0.5	0	0.8	-0.8	-18	-2.1	-15	-0.2	0.8
C=CCN1CCN(c2ccncc2S(=O)(=O)N2CCCCC2)CC1	2	0.5	-1.2	-3	-0.5	0.2	3	-1.9	-2	-1.1	0.5
Cc1oc2cc(O)cc(C)c2c(=O)c1-c1cnn(-c2ccccc2)c1	-24	-1.3	-1.8	1	-2.6	-1.2	-4	-3.3	-1	-0.3	-6.3
CC1(Cc2ccccc2Cl)C(=O)Nc2cc(-c3ccccc3Cl)ccc21 (stereo not given)	0	·	-0.8	-3	1.1	0.6	3	3.2	0	1.4	0.2
S=C1Cc2ccccc2N1	19	-5.1	-3.3	-1	-1.8	-2.4	1	-5.2	11	-7.0	-0.1
Clc1ccc(C2CC(c3cccs3)n3ncnc3N2)c(Cl)c1 (stereo not given)	7	-0.5	-0.3	0	2.2	1.8	0	5.9	-1	0.3	0.5
COC(=O)CN1C(CN2CCOCC2)=Nc2ccc(Br)cc2C1c1ccccc1 (stereo not given)	-4	·	-1.6	1	0.8	-0.2	-22	0.5	-18	1.1	0.4
CC(Oc1cccc(Cl)c1)C(=O)Nc1cc(S(=O)(=O)N2CCOCC2)ccc1N1CCCC1 (stereo not given)	-1	0.3	0.5	-1	2.1	1.2	4	-0.7	1	1.5	0.0
COc1ccc(-n2c(SCC(=O)N3CCCCC3C)nnc2-c2cccnc2)cc1 (stereo not given)	-3	-0.7	-1.2	4	-1.6	-1.0	4	0.7	2	-1.2	-0.1
COc1cc(/C=C/c2ccc3cccc(O)c3n2)c(Br)cc1O	-27	-0.7	-1.4	4	-0.4	0.3	13	-0.4	-6	3.6	0.5
Cn1c(Cn2c(=O)sc3ccccc32)nnc1SCC(=O)Nc1ccc(Cl)cc1	2	3.0	-1.2	-1	-1.9	0.6	-3	-0.9	-8	-2.4	0.0
CN1CCN(C2CN(Cc3cn(Cc4ccc(Cl)cc4)nn3)S(=O)(=O)C2)CC1 (stereo not given)	6	·	-1.4	7	0.5	1.0	-2	-0.2	-2	·	0.3
CCc1ccc(N2CC(C(=O)OCC(=O)Nc3ccc([N+](=O)[O-])cc3)CC2=O)cc1 (stereo not given)	-13	0.4	-1.0	-1	0.8	0.4	-3	2.6	-10	-0.6	0.6
O=C(O)COc1ccc(S(=O)(=O)c2ccc(OCC(=O)O)cc2)cc1	4	-1.1	-1.2	-1	-0.5	-0.4	-1	-0.6	3	1.4	-0.2
CCCCN(C(=O)C1CCCC1)c1c(N)n(Cc2ccccc2)c(=O)[nH]c1=O	13	-0.1	-1.0	0	0.2	0.8	1	-2.9	5	1.1	0.7
Cc1nn(C)c(C(=O)NNC(=S)NC2CCCCC2)c1Cl	5	-0.3	-1.2	-2	-1.8	-0.6	1	-1.4	-2	1.3	0.5
COc1cccc(-c2cnc3c(NC=O)cc(-c4ccccc4)cn23)c1	-5	·	-0.5	4	-2.3	-2.6	-7	2.9	4	-2.4	-1.0
O=C(C(=O)N1CCN(c2ccccc2)CC1)c1cccc(Br)c1	2	·	-0.3	4	1.7	-0.3	3	-3.3	5	·	-0.4
CC(C)n1c(SCC(N)=O)nc2c1c(=O)n(C)c(=O)n2C	2	0.1	-0.5	4	-0.8	-0.5	-1	0.1	-2	1.1	0.1
CCC(Sc1nnc(C)c(=O)[nH]1)C(=O)Nc1cccc2ccccc12 (stereo not given)	-4	-1.4	-0.5	-2	1.8	-0.4	3	0.7	2	-0.2	-4.2
CC1CCN(CC(=O)Nc2ccccc2C(=O)NC2CC2)CC1	4	-0.5	-1.1	-2	-1.7	1.0	5	-1.4	-2	2.2	0.6
CCCCn1nc2cc(C(=O)NCC34CC5CC(CC(C5)C3)C4)ccc2c1OCC	-2	-1.5	-1.0	1	-3.2	-0.7	3	-0.5	1	0.3	-11
COc1ccc(-c2cccc(C(=O)Nc3ccccc3C)c2)cc1	-2	0.0	0.5	-5	-1.0	0.3	0	-1.9	0	1.6	0.3
COC(=O)C1=C(NC(=O)C(C)(C)C)CCS1	6	0.8	-0.9	-1	0.0	0.3	2	3.6	3	-0.4	-0.4
CCCN1C2CCCC1CC(NC(=O)Nc1ccc(C(C)C)cc1)C2 (stereo not given)	4	-1.0	-1.2	-3	-1.3	0.7	-2	0.1	-2	2.9	-0.5
C[C@@H]1CN([C@@H](C)CO)S(=O)(=O)c2ccc(Br)cc2O[C@@H]1CN(C)C(=O)NC1CCCCC1	4	-0.5	-0.5	1	-0.9	-0.1	2	-1.9	-6	-0.8	-0.1
Cc1ccc2nc(-c3cccc(Br)c3)c(Cc3cccc(Cl)c3)n2c1	-10	·	0.7	2	5.0	7.3*	-8	9.8	-8	·	0.1
COc1ccc(C(=O)N[C@H](C(=O)Nc2nc3ccccc3[nH]2)C(C)C)cc1	-1	1.6	0.2	13*	3.3	0.8	6	13*	2	4.8	-0.1
CC(C)C[C@@H](COCc1ccc(Cl)cc1)N1CCN(C(=O)c2ccc(C(F)(F)F)cc2)CCC1=O	-7	·	-1.5	-2	-1.5	-2.3	-8	1.3	-2	·	-0.7
N#CC1=C(N)Oc2ccc3ccc(O)cc3c2C1c1ccsc1 (stereo not given)	-90	1.8	-1.6	-3	-1.1	0.8	12	-3.5	-2	-2.1	0.4
Cc1nn(Cc2c(F)c(F)c(F)c(F)c2F)c(C)c1NC(=O)c1nn(C)cc1Br	-1	0.1	-1.0	0	-0.2	1.1	1	-2.0	0	-0.8	0.1
Cc1nc(N)[nH]c(=O)c1CCCNc1ccc(CCCCC2(CCl)OCCO2)cc1	-2	-0.1	-1.5	-3	-2.1	-4.5	-2	1.2	0	-0.2	0.9
O=C(O)CNS(=O)(=O)c1ccc(F)cc1	-2	3.4	-0.8	-3	-0.5	-0.1	-2	1.4	-4	-0.2	0.2
CC(C)(C)NC(=O)C(c1c[nH]c2ccccc12)N(C(=O)Cn1nnc(-c2ccc(F)cc2)n1)c1cccc(O)c1 (stereo not given)	-56	1.1	-1.0	-1	-1.3	-0.1	-16	-3.8	-5	-4.1	0.2
CC(C)=CC(=O)OCC(=O)Nc1ccccc1Cl	4	-0.2	-0.6	-1	1.1	0.1	10	0.4	1	1.8	0.4
O=C(Nc1ccc(C2=NCCN2)cc1)c1ccc(C(=O)Nc2ccc(C3=NCCN3)cc2)c(Cl)c1	-11	0.1	-0.8	3	1.1	0.0	9	1.0	4	-0.4	-0.4
COc1cccc(C2CC(c3cccc(Br)c3)n3ncnc3N2)c1 (stereo not given)	-6	1.0	-1.5	-1	-1.3	-0.5	-1	3.6	-10	1.5	-0.3
COc1ccc(NC(=O)CSc2nc(C3CC3)nc3ccccc23)c(OC)c1	-7	-0.6	-1.7	1	-1.8	-1.0	-30	-4.2	-14	-1.6	0.3
CCn1c(SCC(=O)Nc2ccc3c(c2)c2ccccc2n3CC)nnc1-c1ccco1	-5	1.0	-1.1	0	0.0	0.1	-5	1.1	-4	-2.3	-0.2
Cc1cccc(NC(=O)CSc2nc3ccccc3nc2N2CC(C)OC(C)C2)c1 (stereo not given)	-1	-0.8	-1.0	0	-0.8	-0.6	5	0.5	-3	-0.4	-0.5

Screens deposited in PubChem BioAssay by several laboratories.

Hits appear at their usual frequency, and some 6.7% of all compounds hit somewhere here.
